hIAP act: increases human intestinal alkaline phosphatase activity. P09923. purified human IAP, CDP-Star luminescence, 30 min; hits give high values; 1 = vehicle-only enzyme, 0 = enzyme-free background. activation factor at 10 µM. actives 0.16% (n = 330,000). AID 2524;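 active means activation factor of the enzyme at least 2-fold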; further: the source names both 10 and 20 µM as test concentration; values of inactives mirror those of a sister screen read the other way
Target sequence (P09923 whole entry, looked up): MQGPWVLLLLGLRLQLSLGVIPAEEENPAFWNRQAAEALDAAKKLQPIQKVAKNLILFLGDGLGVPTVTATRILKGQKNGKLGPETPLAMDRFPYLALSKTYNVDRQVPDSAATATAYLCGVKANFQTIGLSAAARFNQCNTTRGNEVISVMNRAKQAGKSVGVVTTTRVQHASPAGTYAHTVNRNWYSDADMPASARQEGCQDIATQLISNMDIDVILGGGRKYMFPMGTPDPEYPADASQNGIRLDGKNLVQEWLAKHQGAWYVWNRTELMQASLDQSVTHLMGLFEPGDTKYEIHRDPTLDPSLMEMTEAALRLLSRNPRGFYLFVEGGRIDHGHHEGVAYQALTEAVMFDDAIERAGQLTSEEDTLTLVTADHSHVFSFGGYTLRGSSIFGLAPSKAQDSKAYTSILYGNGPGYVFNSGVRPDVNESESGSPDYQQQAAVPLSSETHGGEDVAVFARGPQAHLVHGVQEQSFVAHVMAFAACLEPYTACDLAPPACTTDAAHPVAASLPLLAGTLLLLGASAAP
PfGluPho inh: PfG6PD (Plasmodium falciparum) enzyme inhibition | actives 0.78% (n = 350,000) | PfGluPho enzyme, NADPH resazurin-diaphorase fluorescence | AID 504690 | inhibition, % at 20 µM;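 active means inhibition reaching at least a set limit at 20 µM in the primary screen, cut at about 59% in these data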;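 further: 0% = DMSO wells with substrate and 100% = DMSO wells lacking glucose-6-phosphate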
SENP8 block: inhibitors of human SENP8 protease | inhibition, % at 20 µM | recombinant SENP8, Nedd8 substrate fluorescence | AID 602440 | actives 0.64% (n = 360,000) | Q96LD8; in the data active means inhibition mostly above about 40%, no sharp cut-off; inactive means mostly below about 27%
Target sequence (Q96LD8 whole entry, looked up): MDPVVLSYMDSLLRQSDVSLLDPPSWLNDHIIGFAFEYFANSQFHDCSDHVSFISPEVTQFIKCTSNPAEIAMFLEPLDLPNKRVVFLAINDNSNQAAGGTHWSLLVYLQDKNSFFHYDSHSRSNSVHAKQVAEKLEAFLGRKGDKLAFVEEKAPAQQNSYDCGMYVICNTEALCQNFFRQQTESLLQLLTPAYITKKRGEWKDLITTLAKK
NR3A LBD binder: NR3A (human) ligand-binding domain modulation | Tm shift relative to glycine control, % at 25 µM | NR3A LBD differential scanning fluorimetry, Tm shift; 0% = protein alone, 100% = glycine-bound protein | actives 2.5% (n = 340,000);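 active means melting temperature shift of at least 10% of the positive control shift, at one fixed dose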
MPTP inh: blocks calcium-induced mitochondrial swelling; inhibition, % at 10 µM; isolated mouse mitochondria, Ca2+ swelling absorbance, 30 min; actives 1.4% (n = 360,000); AID 602449;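 active means inhibition of 50% or more, scaled per plate between neutral and stimulator controls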;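 further: 0% = DMSO wells given calcium and 100% = 1 mM EGTA wells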
SENP6 inh: blocks the human protease SENP6; Q9GZR1; Recombinant SENP6 catalytic domain, aminoluciferin luminescence; inhibition, % at 10 µM; actives 1.8% (n = 330,000); AID 2599;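 active means inhibition above about 50% at the single tested dose, limit read from the data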;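 further: plate controls were DMSO wells with enzyme for no effect and DMSO wells lacking enzyme for full effect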
ATG4B inh: inhibitors of human ATG4B cysteine protease. inhibition, % at 8.33 µM. ATG4B cleavage of LC3-PLA2, NBD-HPC fluorescence, 1 h. actives 0.51% (n = 340,000); in the data active means inhibition above about 40%
SENP1 inh: SENP1 (human) catalytic domain inhibition | Q9P0U3 | recombinant SENP1 catalytic domain, CyPet-SUMO1-YPet FRET cleavage | inhibition, % at 10 µM | actives 0.21% (n = 360,000) | AID 624204;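 active means inhibition at least 30% at 10 µM, raw YFP signal under a set limit, fluorescence ratio 0.5 to 1.5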;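 further: 0% = enzyme with DMSO and 100% = no enzyme wells; some results filed as inactive read as strong as hits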
Target sequence (Q9P0U3 419-644 limits assumed): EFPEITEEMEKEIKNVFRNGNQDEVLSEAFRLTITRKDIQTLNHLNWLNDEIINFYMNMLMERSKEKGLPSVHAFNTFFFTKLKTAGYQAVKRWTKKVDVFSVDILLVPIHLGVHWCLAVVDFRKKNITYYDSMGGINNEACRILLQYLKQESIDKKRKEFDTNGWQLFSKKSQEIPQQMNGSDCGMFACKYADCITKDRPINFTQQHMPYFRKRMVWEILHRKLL
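Test system: hSENP1 catalytic domain, recombinant; Amount: 20 pM final SENP1 enzyme; Medium: Tris pH 8 buffer plus EDTA, NaCl, BME, BSA, NP40, catalase; Schedule: 50 min enzyme reaction, room temperature, light-protected; Technique: FRET fluorescence in CFP and YFP emission channels; Controls: no-enzyme wells low, DMSO-plus-enzyme wells high control.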
Active calls of the source: *; nt = not tested or not shown; & = joins results of further samples.

mol,hIAP act,PfGluPho inh,SENP8 block,NR3A LBD binder,MPTP inh,SENP6 inh,ATG4B inh,SENP1 inh
COc1ccc(NC(=O)COC(=O)c2ccc(-n3cnnn3)cc2)cc1Cl,0.962,-3.9,-14.8,-2.0,-0.6,-5.7,7.8,2.6
CC(C)CCC(C(=O)O)C(C)CC(=O)NNC(=O)c1ccco1 (configuration not stated),1.2&1.07,-7.9&-19.1,22.5&14.3,-2.1&0.1,-0.6&0.9,2.4&-9.6,-0.1&-15.8,1.8&0.0
Cc1ccc(C(=O)N(CC(=O)NC2CCCC2)c2ccccc2C)s1,1.08,-5.2,2.1,-1.9,-0.4,-1.1,-4.4,1.3
CCNC(=O)NC(=O)C(C)Sc1nc2ccccc2n1CC(C)C (configuration not stated),0.914,-16.1,42.2*,-0.9,-0.8,-0.8,8.1,0.6
CCOC(=O)c1c(NC(=S)NC(=O)c2cnn(CC)c2)sc2c1CCC(C)C2 (configuration not stated),0.897,10.1,30.3,-1.6,-0.2,2.9,-7.8,0.4
Cc1c(C=O)c(=O)n(-c2ccccc2)n1C,0.979,-14.4,4.7,-4.1,-0.4,-12.8,2.9,1.9
[O-]/C(=C(\C(=S)Nc1cccc2ccccc12)[n+]1cccc(CO)c1)c1ccc(Cl)s1,nt,9.9,-231.5,-23.8,3.4,nt,-8.9,-14.9
Cc1ccc(NC(=O)c2oc3ccccc3c2COC(C)C)cc1S(=O)(=O)N1CCOCC1,1.13,35.4,-8.9,-3.2,0.6,0.0,-20.9,-0.6

Complete entries, looked up by structure. Values in the order: hIAP act	PfGluPho inh	SENP8 block	NR3A LBD binder	MPTP inh	SENP6 inh	ATG4B inh	SENP1 inh
Record of Cc1ccc(C(=O)N(CC(=O)NC2CCCC2)c2ccccc2C)s1 → 1.08	-5.2	2.1	-1.9	-0.4	-1.1	-4.4	1.3
Record of Cc1c(C=O)c(=O)n(-c2ccccc2)n1C → 0.979	-14.4	4.7	-4.1	-0.4	-12.8	2.9	1.9

Remaining list, next part:
mol,hIAP act,PfGluPho inh,SENP8 block,NR3A LBD binder,MPTP inh,SENP6 inh,ATG4B inh,SENP1 inh
COC(=O)c1ccc(-c2nc3cc(Cl)c(N)cc3s2)cc1,0.812,35.8,-408.9,1.2,-1.2,63.1*,3.0,-14.5
CC1C(=O)N2CCCc3cc(NS(C)(=O)=O)cc1c32 (configuration not stated),0.97,-4.0,9.9,-2.5,1.2,8.2,-1.1,3.6
Cc1c(C(=O)N(C)C)sc(NC(=O)c2cccc([N+](=O)[O-])c2)c1C#N,1.12,0.3,22.6,-12.3,-0.4,20.1,-3.7,0.7
O=[N+]([O-])c1cccc(Cl)c1NCCNc1ncc(C(F)(F)F)cc1Cl,0.908,2.8,20.9,-5.7,1.5,5.1,3.9,-0.3
COc1ccc(CCCC(=O)N/N=C/c2ccccc2OC)cc1,1.1,97.9*,1.8,2.9,1.6,3.6,-4.6,1.8
COc1ccc(-n2nc(C(=O)NCC(=O)N3CCCC3)c3ccccc3c2=O)c(OC)c1,0.93,3.7,-9.5,-1.2,0.0,6.3,1.2,-3.1
CCC1CCCCN1S(=O)(=O)c1ccc(C(=O)N(CCCN(C)C)c2nc3cc4c(cc3s2)OCO4)cc1 (configuration not stated),1.14,14.9,13.7,-2.1,1.8,2.0,0.3,0.1
CC1CCCCC1NC(=O)C1CCN(S(=O)(=O)N2CCCCCC2)CC1 (configuration not stated),0.991,-19.5,6.5,-0.8,-0.6,-3.0,-1.4,-0.6
CCCC(=O)Nc1c(C(=O)OCC)oc2ccccc12,1.16,1.6,-24.3,-0.6,-0.8,-5.2,-1.5,0.4
Cc1c(C)n(CC(O)CN2CCCCC2)c2ccccc12 (configuration not stated),0.911,-11.1,1.0,1.9,-0.7,-9.8,-6.7,1.2
CN1C(=O)/C(=C\c2ccc(-c3ccccc3)o2)SC1=S,0.823,-10.7,31.1,-0.2,3.3,18.2,3.4,-28.9
COC(=O)C1=C(C)NC(C)=C(C(=O)OC)C1c1ccc(-c2cccc(Cl)c2Cl)o1,0.969,8.6,-167.7,9.9,82.4*,0.5,-14.0,-9.7
Cc1cc(-c2cc(C(=O)NCc3ccccc3)on2)nc(S(C)(=O)=O)n1,1.01,-17.0,14.2,0.9,0.1,-8.8,-1.4,2.9
O=C(O)CC(C(=O)Nc1ccc(Cl)cc1Cl)C1CCCO1 (configuration not stated),0.986,-1.9,-0.5,-1.9,1.3,-2.2,-6.4,4.2
Cc1c(NC(=O)c2cccc(NC(=O)Cc3ccccc3Cl)c2)c(=O)n(-c2ccccc2)n1C,nt,4.5,16.6,nt,-0.4,nt,nt,1.6
CC(C)CN(C(=O)c1ccc(S(=O)(=O)N2CCOCC2)cc1)C1CCS(=O)(=O)C1 (configuration not stated),1.06,-8.9,21.1,-0.6,-0.4,5.3,2.2,2.3
Cc1ccc(S(=O)(=O)Nc2cccc(C(=O)NCc3cccnc3)c2)cc1F,1,-31.7,-3.5,0.2,2.0,1.8,4.8,2.2
COc1ccc(CCNC(=O)COC(=O)c2ccco2)cc1OC,1.04,-4.8,15.0,0.2,-0.9,3.6,-13.8,1.2
Cc1cc(C)cc(NC(=S)N2CCC(NC(=O)c3ccco3)CC2)c1,0.966,7.5,11.0,-2.3,-0.8,-12.7,-5.8,4.4
COc1ccc(CC(=O)Nc2ccc(S(=O)(=O)N3CCCC3)cc2)cc1OC,0.963,-3.7,1.8,-0.6,-0.3,15.7,-5.7,0.3
C=CCCC(=O)Nc1ccc(Br)cn1,0.901,-5.1,8.1,-1.9,0.5,-8.0,-2.5,3.8
Cc1[nH]n(-c2ccccc2)c(=O)c1/C=N\NC(=O)C1COc2ccccc2O1 (configuration not stated),1.02,-40.3,8.2,-8.7,0.0,12.0,-1.6,1.2
O=S1(=O)N[C@@H](Cc2ccccc2)COc2cc(Br)ccc21,nt,9.1,2.9,-2.6,1.0,nt,-3.6,0.9
O=C(O)CCC(=O)Nc1ccc(S(=O)(=O)N2CCCC2)cc1,1.14,-30.2,19.7,-0.7,1.9,-8.9,-5.5,2.6

Next section (two carried over from the part before).
mol,hIAP act,PfGluPho inh,SENP8 block,NR3A LBD binder,MPTP inh,SENP6 inh,ATG4B inh,SENP1 inh
O=S1(=O)N[C@@H](Cc2ccccc2)COc2cc(Br)ccc21,nt,9.1,2.9,-2.6,1.0,nt,-3.6,0.9
O=C(O)CCC(=O)Nc1ccc(S(=O)(=O)N2CCCC2)cc1,1.14,-30.2,19.7,-0.7,1.9,-8.9,-5.5,2.6
COc1cc(CN2CCCC(N3CCN(c4ccccc4C)CC3)C2)cc(Cl)c1O (configuration not stated),1.31,16.6,14.2,-2.3,0.2,3.8,18.6,0.5
CC(=O)C(C(C)=O)C(c1ccccc1)c1nc2ccccc2[nH]c1=O (configuration not stated),0.979,-30.8,-78.5,0.1,-0.4,-1.0,3.2,1.8
COc1ccc(-n2nc3c(c2NC(=O)C24CC5CC(CC(C5)C2)C4)CS(=O)C3)cc1 (configuration not stated),1.21,1.2,18.5,2.6,-0.8,-11.6,-6.3,0.9
CCOC(=O)Nc1ccc(NC(=O)c2c(OC)cccc2OC)cc1,0.96,-15.6,15.1,nt,-0.6,-0.8,-5.6,1.4
O=S1(=O)N=C(N2CCN(Cc3ccccc3)CC2)c2ccccc21,1.05,-4.9,28.9,-1.7,-1.9,-19.0,-3.8,0.6
COc1ccc(NC2=CC(=O)N(C)C2=O)cc1,1.05,-11.9,25.2,-2.2,-1.7,-9.6,7.0,2.1
CCOc1ccc(-c2nnc(-c3ccc(OC)cc3)o2)cc1,1.06,8.3,-431.9,-0.3,-0.8,-4.4,-1.9,-0.4
COc1cc([N+](=O)[O-])ccc1NC(=O)Nc1ccc(C(=O)N2CCCC2)cc1,1,12.7,16.1,-4.7,-1.7,-4.8,-8.7,0.2
COCc1nnc(NC(=O)c2cc3ccccc3o2)s1,1.02,6.2,-25.6,0.5,0.0,-15.0,1.6,-8.7
O=C(O)CS(=O)(=O)c1ccc(C(F)(F)F)cn1,0.934,-5.1,11.4,0.3,-1.3,0.4,-8.5,0.4
COC(=O)c1nc(-c2ccccc2)n[nH]1,0.945,-7.0,15.6,2.6,3.2,-2.6,-8.0,-0.7
CC(OC(=O)C1=COCCO1)C(=O)NC1CCCCC1C (configuration not stated),1.14,-0.4,3.8,1.0,-2.5,2.9,-5.2,2.4
Cc1[nH]c2ccc(C(=O)NCCCN3CCOCC3)cc2c1C,0.997,-0.4,-14.0,-0.1,0.1,15.6,1.1,-2.2
Cc1nc2ccccc2c2c(N)cccc12,nt,7.6,-160.8,0.6,10.2,nt,-6.0,2.8
O=C(CCC1CCCN(Cc2cccc(Cl)c2)C1)NCc1ccccc1F (configuration not stated),1.24,-14.6,13.3,0.4,1.5,7.6,19.9,1.6
CCCOc1ccc(N2C(=O)CC(NCc3ccncc3)C2=O)cc1 (configuration not stated),0.898,5.3,23.4,0.7,-0.7,-1.9,-4.7,-4.1
Cn1cc(S(=O)(=O)N2CCN(Cc3ccccc3)CC2)c(=O)n(C)c1=O,0.922,-7.5,12.7,-6.2,-0.4,-6.4,-7.8,2.9
COc1ccc(C(C)(C)C)cc1S(=O)(=O)N1CCC(C(N)=O)CC1,0.955,12.7,12.4,-2.5,0.1,-4.4,-2.1,3.3
O=C(N1CCOCC1)N1CCN(c2ccccc2F)CC1,0.824,-1.8,9.6,1.1,-2.8,-10.5,-9.5,1.2
CC(C)(C)C(=O)C[n+]1ccccc1,1.07,-8.3,20.0,-2.8,-1.7,-20.2,4.5,-0.2
CCOc1ccc(S(=O)(=O)N(CC(=O)N/N=C/c2ccc(-c3ccc([N+](=O)[O-])cc3)o2)c2ccccc2)cc1,0.979,21.7,-128.6,-2.5,-0.9,8.0,-4.6,-18.4
Cc1ccc(C)c(OCC(O)CN2CCC(Cc3ccccc3)CC2)c1 (configuration not stated),0.97,0.7,18.8,1.6,78.2*,10.5,-4.7,-0.2
O=C(CSc1ncccn1)Nc1ccc(S(=O)(=O)N2CCCCC2)cc1,0.94,-3.7,20.8,-1.7,-0.5,6.7,-6.3,0.5

Three of the entries above in order of the SENP6 inh value, ascending.
Structure | SENP6 inh
CC(=O)C(C(C)=O)C(c1ccccc1)c1nc2ccccc2[nH]c1=O (configuration not stated) | -1.0
CC(OC(=O)C1=COCCO1)C(=O)NC1CCCCC1C (configuration not stated) | 2.9
COc1ccc(CCCC(=O)N/N=C/c2ccccc2OC)cc1 | 3.6

Screening results from PubChem.
